# Gal4-VP16 FLuc: Gal4-VP16 reporter inhibition counter-screen; Drosophila S2 Gal4-VP16 UAS-luciferase, luminescence, 20 h; Potency, µM (top dose mostly 53.6 µM), for the others: top-dose activity, negative = inhibition, hits mostly inhibitors; 3.5% of 310,000 active;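 note: Gal4-VP16 expression switched on by copper sulfate through the metallothionein promoter; potency is the fitted concentration of half-maximal effect; % is set by controls: 0 for no effect and ±100 for the full control effect; nearly all actives have a fitted effect of over 50% in size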
# FLuc counter: firefly luciferase modulation, counter-screen for miR-21 project; P08659; purified FLuc, Km substrates, luminescence inhibition; 6.9% of 360,000 active; Potency, µM (highest dose often 57.5 µM), without a hit: at the highest dose activity change, negative = inhibition, usual class: inhibitors;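 note: potency is the fitted concentration of half-maximal effect; plate controls were vehicle for no effect and reference inhibitor for full effect; nearly all actives have a fitted effect of over 55% in size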
# Target sequence (P08659 whole entry, looked up): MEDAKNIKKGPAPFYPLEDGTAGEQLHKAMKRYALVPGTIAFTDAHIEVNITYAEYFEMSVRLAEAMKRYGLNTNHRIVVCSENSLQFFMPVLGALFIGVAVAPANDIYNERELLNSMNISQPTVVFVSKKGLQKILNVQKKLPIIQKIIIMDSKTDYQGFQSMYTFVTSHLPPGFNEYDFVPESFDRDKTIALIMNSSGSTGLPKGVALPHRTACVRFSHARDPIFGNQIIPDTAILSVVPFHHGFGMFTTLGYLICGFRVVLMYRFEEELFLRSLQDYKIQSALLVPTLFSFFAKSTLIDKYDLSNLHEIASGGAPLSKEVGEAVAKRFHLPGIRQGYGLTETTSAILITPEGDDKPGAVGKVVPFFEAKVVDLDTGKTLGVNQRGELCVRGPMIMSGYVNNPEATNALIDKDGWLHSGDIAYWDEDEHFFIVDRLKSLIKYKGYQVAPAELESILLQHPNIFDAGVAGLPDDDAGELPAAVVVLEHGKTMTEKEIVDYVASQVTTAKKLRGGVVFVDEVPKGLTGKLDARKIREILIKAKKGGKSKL
#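 Biochemical qHTS of compounds, final roughly 60 µM downward over six points, against 10 nM purified firefly luciferase using Km concentrations of substrates (10 uM D-luciferin, 10 uM ATP) in Tris acetate pH 7.5 buffer; luminescence output.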
# NPC1 promoter act: NPC1 promoter activation | Huh7 NPC1 promoter luciferase reporter, 24 h | Potency, µM (highest dose often 9.22 µM), without a hit: at the top dose activation, actives largely listed as activators | 2.4% of 320,000 active;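 note: potency is the fitted concentration of half-maximal effect; % of control where 0% means no effect; nearly all actives have a fitted effect of over 60% in size; reporter is driven by a mutant NPC1 promoter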
#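 Readout is luciferase luminescence, reflecting NPC1 promoter activation in stably transfected Huh7 cells after 24 h compound exposure at 37 °C in reduced-serum medium with 10% FBS.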
# RORg inh: blocks mouse ROR gamma transcriptional activity | AID 2551 | 5.4% of 310,000 active | Potency, µM (titrated, usually from 53.6 µM), inactives show top-dose activity change, negative = inhibition, actives largely listed as inhibitors | Drosophila S2 Gal4-RORgamma UAS-luciferase reporter, 20 h; note: potency is the fitted concentration of half-maximal effect; % is set by controls: 0 for no effect and ±100 for the full control effect; nearly all actives have a fitted effect of over 60% in size
# Target sequence (P51450 whole entry, looked up, the tested form may be a part): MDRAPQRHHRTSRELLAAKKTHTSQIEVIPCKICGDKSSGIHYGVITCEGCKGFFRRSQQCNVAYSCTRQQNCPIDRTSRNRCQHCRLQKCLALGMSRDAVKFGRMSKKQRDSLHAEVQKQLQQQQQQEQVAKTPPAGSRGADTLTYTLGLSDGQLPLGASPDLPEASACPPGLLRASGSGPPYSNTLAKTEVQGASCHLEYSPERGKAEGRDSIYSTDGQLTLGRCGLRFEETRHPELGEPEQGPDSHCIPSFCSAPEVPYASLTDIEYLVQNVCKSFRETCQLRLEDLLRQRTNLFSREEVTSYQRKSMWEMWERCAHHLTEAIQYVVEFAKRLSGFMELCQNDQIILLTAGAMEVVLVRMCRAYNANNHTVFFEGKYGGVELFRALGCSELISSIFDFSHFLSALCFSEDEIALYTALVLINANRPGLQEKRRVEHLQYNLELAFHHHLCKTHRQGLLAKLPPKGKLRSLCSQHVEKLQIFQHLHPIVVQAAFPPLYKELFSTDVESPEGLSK
#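 Schneider cells (Drosophila), stable Gal4 DBD–ROR gamma + UAS-luc; 1 hr cmpd preincubation; Cu2+ induction 700 uM final; 20 hr ambient; luminescence.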
# TRPV1 ag: agonists of human vanilloid receptor 1 (TRPV1); 0.19% of 320,000 active; Q8NER1; activation, % at 8.33 µM; TRPV1-expressing cells, Fluo-8 calcium influx, agonist mode; AID 540275; in the data active = activation above about 80%; inconclusive = between about 30% and that limit; note: 0% is about no effect
#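 Cells expressing TRPV1 were dye-loaded with Fluo-8 and read kinetically: 10 s baseline, 3 min after compound (agonist portion), then 2 min after EC20 capsaicin (allosteric enhancer portion). Calcium-bound dye fluorescence at 480/520 nm.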
# p53 reactivation: mutant p53 re-activation in reporter cells; Potency, µM (highest dose often 92.2 µM), without a hit: top-dose activity change, positive = activation, hits mostly activators; 0.063% of 320,000 active; AID 504706; H1299 p53-A138V BP100-luciferase reporter, luminescence, 24 h; note: potency is the fitted concentration of half-maximal effect; % of control where 0% means no effect; nearly all actives have a fitted effect of over 45% in size
#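 p53-null H1299 cells stably carrying temperature-sensitive p53-A138V and a BP100-luciferase reporter were pinned with compounds (4-point, 1:5 series) and held 24 hrs at 37 deg C. Luminescence was read 10 min after detection reagent.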
# Tb PFK block: blocks T. brucei phosphofructokinase. O15648. Potency, µM (titrated, usually from 57.5 µM), for inactives: top-dose activity, negative = inhibition, actives largely listed as inhibitors. AID 485367. 0.17% of 330,000 active. T. brucei PFK, ADP-Glo luminescence;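 note: potency is the fitted concentration of half-maximal effect; 0% = uninhibited 1x PFK enzyme wells and -100% = no-enzyme wells; nearly all actives have a fitted effect of over 60% in size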
#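 PFK 1.25 nM, F6P 0.5 mM, ATP 0.1 mM, 0.1 M TEA pH 8.0, 5 mM MgCl2, 0.01% Tween20, 0.1% BSA; 45 min RT. ADP-Glo readout. qHTS titration up to 57 uM; curves fitted, compounds curve-classed.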
# ELG1 DNA repair: inhibitors of ELG1-dependent DNA repair in HEK293T cells; AID 504467; HEK293T ELG1-luciferase reporter, luminescence, 16 h; DNA damage induced by 5-fluorouridine; Potency, µM (doses to about 46.1 µM), inactives show at the highest dose activity change, negative = inhibition, most hits filed as inhibitors; 2.3% of 330,000 active; note: potency is the fitted concentration of half-maximal effect; % is set by controls: 0 for no effect and ±100 for the full control effect; nearly all actives have a fitted effect of over 55% in size
#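 Reporter activity after DNA damage by 5-fluorouridine is monitored. Compound-treated cells incubate 16 hr at 37 °C, then ONE-Glo is added for 30 min before luminescence reading.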
# ELG1 genotox: induces genotoxicity in HEK293T cells with luciferase-tagged ELG1; HEK293T ELG1-luciferase reporter, luminescence, 16 h; 1.3% of 330,000 active; Potency, µM (doses to about 46 µM), without a hit: at the top dose activity change, positive = activation, usual class: activators; AID 504466; note: potency is the fitted concentration of half-maximal effect; % of control where 0% means no effect; nearly all actives have a fitted effect of over 60% in size
#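 Reporter readout depends on ELG1 protein level, which increases with genetic stress. After 16 hr compound exposure at 37 °C, luciferase activity was quantified using ONE-Glo.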
# Rab9 prom act: Rab9 promoter activation | Huh7 Rab9 promoter-luciferase reporter, luminescence, 24 h | Potency, µM (doses to about 9.22 µM), inactives show top-dose activation, negative = inhibition, most hits filed as activators | 2.8% of 320,000 active | AID 485297; note: potency is the fitted concentration of half-maximal effect; % of control where 0% means no effect; nearly all actives have a fitted effect of over 60% in size
#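 Quantitative HTS format; Huh7 Rab9-luciferase reporter cells (1500/well) receive compound 2 h post-plating, incubate 24 h at 37 °C, then get luciferase reagent for 10 min before luminescence reading.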
# BRCA1 expr up: increases BRCA1 expression; MCF7-BRCA1-FFLuc reporter, luminescence, 48 h; response scale: scaled: vehicle 0%, 10 µM genistein 100%; Potency, µM (top dose mostly 46.1 µM), without a hit: top-dose activation, most hits filed as activators; 1.1% of 380,000 active; note: potency is the fitted concentration of half-maximal effect; nearly all actives have a fitted effect of over 80% in size; some results filed as inactive show a strong effect at the top dose
#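 Activators of BRCA1 expression were detected as increased firefly luciferase luminescence in engineered MCF7 cells after 48 h compound incubation. Signals were scaled to genistein 10 microM as full activation.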
# * = called active by the depositor; ? = inconclusive; . = no result given; & = joins results of further samples; [ ] = remark or other dose. Unless noted, calls come from the whole dose curve; as a rule, active = well fitted curve in the direction sought with a large enough effect; inconclusive = small, poorly fitted or top-dose-only effect, or another doubt; inactive = no such curve, though single readings can be large; an effect the other way counts as inactive or inconclusive.
# Each structure is followed by: Gal4-VP16 FLuc	FLuc counter	NPC1 promoter act	RORg inh	TRPV1 ag	p53 reactivation	Tb PFK block	ELG1 DNA repair	ELG1 genotox	Rab9 prom act	BRCA1 expr up
> Cc1cc(C)c2ccc(C)[n+]([O-])c2c1O
  ?	4%	-3%	?	2	-1%	0%	16%	5%	-9%	7%
> O=C(O)c1ccc(OS(=O)(=O)c2cccc(C(F)(F)F)c2)cc1
  .	.	-2%	.	0	-7%	-5%	21%	4%	-4%	9%
> Cc1ccccc1NC(=O)C(=O)NCCc1ccccc1
  -2%	-1%	4%	40%	3	26%	3%	?	6%	1%	14%
> O=C(c1ccc(NS(=O)(=O)c2ccc(F)cc2)cc1)N1CCC1
  .	-2%	1%	.	-2	-7%	15%	?	1%	-1%	-27%
> Cc1cc(C(=O)O)cc(Br)c1N
  -15%	-6%	0%	-23%	0	0%	-6%	16%	5%	-16%	0%
> COc1cc(OC)cc(C(=O)N[C@H](C(=O)Nc2c(C)n(C)n(-c3ccccc3)c2=O)C(C)C)c1
  .	.	.	.	.	-1%	-2%	-3%	1%	.	-5%
> O=C(O)Cn1nnn(-c2ccccc2)c1=S
  -8%	4%	.	-3%	-2	.	.	.	.	.	1%
> COc1ccc(/C=C2\Sc3ccc(C(=O)NCC4CCCO4)cc3N(C)C2=O)cc1 (centres undefined)
  -10%	?	2%	2%	2	-2%	4%	-10%	1%	-4%	20%
> COc1ccc(-c2nnc(CSc3nc4ccccc4c(=O)n3CC3CCCO3)o2)cc1OC (centres undefined)
  7%	6%	3%	-10%	-5	-2%	1%	-11%	0%	-7%	0%
> COc1ccc(C(=O)NCc2nnc(SCC(=O)N3CCOCC3)o2)cc1OC
  0%	-1%	-6%	1%	0	0%	0%	22%	0%	0%	-7%
> O=C(OC1CCN(c2ncc(C(F)(F)F)cc2Cl)CC1)c1cccc(C(F)(F)F)c1
  8%	1%	-3%	-11%	4	3%	-4%	21%	1%	7%	-2%
> COc1ccc(CCNC(=O)CCc2cc(OC)c(OC)c(OC)c2)cc1OC
  -11%	3%	-5%	6%	0	-2%	-2%	-2%	0%	0%	-8%
> CNC(=S)NCCc1ccccc1
  14%	-2%	-2%	-32%	-1	-1%	2%	?	3%	1%	0%
> CCc1cc2c(NCCC(=O)O)nc(C)nc2s1
  13%	0%	-3%	-19%	5	-8%	-1%	-1%	-4%	0%	-40%
> Nn1c(SCC(=O)NCC2CCCO2)nnc1-c1ccco1 (centres undefined)
  .	.	.	.	.	-3%	4%	7%	1%	.	9%
> CSc1c(C#N)c(N)c(C#N)c2c1COC(C)(C)C2
  8%	0%	-1%	88%	4	12%	-1%	?	?	2%	-4%
> Cc1ccc(NC(=O)Nc2ccc3c(c2)OCO3)c(OC(F)F)c1
  3%	4.8µM*	2µM*	-16%	10	11%	8%	?	?	3.5µM*	2.5µM*
> COc1cccc(C(=O)NCCS(=O)(=O)NC2CCCC2)c1
  .	3%	1%	.	-3	-1%	-6%	24%	-7%	7%	-2%
> Cc1nc2sc(C(c3cccs3)N3CC(C)CC(C)C3)c(O)n2n1 (centres undefined)
  -17%	-2%	2%	17%	0	-15%	0%	-2%	4%	1%	-2%
> O=C(COc1ccccc1)Nc1nnc(S(=O)(=O)N2CCCC2)s1
  -9%	2%&-3%	-5%	14%	1	2%	-14%	8%	-1%	-12%	-8%
> CCN(CC)S(=O)(=O)c1cccc(C(=O)N/N=C(\C)c2cccs2)c1
  ?	11µM*	3.5µM*	3.5µM*	27	-6%	-1%	?	?	3.2µM*	80%
> CC(C)CC1(C)NC(=O)N(CC(=O)NC(=O)Nc2ccc3c(c2)OCCO3)C1=O (centres undefined)
  -25%	?	11%	-15%	-5	-2%	-1%	12%	10%	9%	0%
> Cc1cc(C)c(SCCc2ccncc2)c(C)c1
  11µM*	5%	-5%	?	5	-34%[inhibitor]	0%	?	5%	-12%	-9%
> CN(C(=O)CCN1CCCO1)C1CCCN(Cc2ccccc2F)C1 (centres undefined)
  4%	2%	-3%	-24%	-2	12%	-1%	?	-1%	-3%	9%
> CCN(CC)CCNC(CC(=O)Nc1ccc(Cl)cc1Cl)C(=O)O (centres undefined)
  -3%	4%	-2%	-10%	3	-6%	-2%	-2%	1%	-4%	-7%
> COc1ccc(N2C(=O)CC(N3CCCC4CCCCC43)C2=O)cc1 (centres undefined)
  1%	-1%	1%	?	1	3%	2%	9%	2%	1%	-11%
> CCOC(=O)/C=C/c1nc(C(=O)OCC)c(C)c(=O)[nH]1
  9%	3%	-7%	1%	-4	4%	-7%	4%	-3%	-4%	-29%
> FC(F)(F)c1nnc(Nc2ccc(Cl)cc2)s1
  -5%	-17%	4%	12%	?	14%	-6%	10µM*	-7%	-3%	0%
> CC(C)CCN(C(=O)c1csnn1)C(C(=O)NC1CCCC1)c1ccccc1 (centres undefined)
  2%	5%	0%	-7%	23	-3%	1%	-13%	-9%	0%	-18%
> O=C(C1=COCCO1)N1CCN(S(=O)(=O)c2cccc(F)c2)CC1
  .	1%	0%	.	-1	8%	-3%	0%	0%	-6%	1%
> O=C(CN1CCN(Cc2ccccc2Cl)CC1)N/N=C/C=C\c1ccccc1[N+](=O)[O-]
  0.16µM*	0%	-6%	-45%	2	0%	0%	?	-2%	1%	-20%
> Nc1ccn(Cc2ccc(F)cc2)n1
  0%	-3%	1%	4%	-1	-4%	-1%	7%	0%	0%	5%
> O=C(O)C1=C[C@H](c2csc3ccccc23)C[C@H](OCc2ccc(CO)cc2)O1
  -11%	?	-1%	-1%	3	0%	10%	-16%	-1%	-1%	0%
> COc1cc(OC)c(OC)cc1CN1CCN(Cc2ccc(SC)cc2)CC1
  2%	0%	1%	-11%	-2	-4%	-7%	?	-15%	-3%	-18%
> CCOc1ccc(OCc2ccc(C(=O)N3N=C(C(F)F)CC3(O)C(F)F)o2)cc1 (centres undefined)
  8%	-1%	28%	5%	-4	15%	0%	0%	2%	4µM*	66%
> COc1ccc(Cl)cc1NC(=S)NN1CCOCC1
  ?	7%	-7%	5µM*	0	-4%	3%	0%	-6%	-3%	0%
> O=C(Nc1ccc(CN2CCOCC2)cc1)c1ccc(Br)cc1
  -1%	?	?	-16%	22	?	-5%	-6%	?	12%	?
> COc1ccc(Cc2nnc(NC(=O)c3cc(OC)cc(OC)c3)s2)cc1
  -17%	-4%	-4%	-38%	1	29%	-5%	?	-2%	1%	-31%
> Cc1cc(CN(C)C(=O)c2ccc(OC3CCN(CCc4ccccc4)CC3)cc2)on1
  -5%	-1%	-6%	16%	0	9%	-2%	-3%	-2%	-1%	-19%
> O=C(Cn1cnnn1)Nc1cccc(S(=O)(=O)N2CCCCC2)c1
  -9%	-2%	0%	18%	6	-2%	-3%	6%	-1%	1%	-10%

# Reprinted from the part before: 2 compounds, followed by the next part.
# Each structure is followed by: Gal4-VP16 FLuc	FLuc counter	NPC1 promoter act	RORg inh	TRPV1 ag	p53 reactivation	Tb PFK block	ELG1 DNA repair	ELG1 genotox	Rab9 prom act	BRCA1 expr up
> Cc1cc(CN(C)C(=O)c2ccc(OC3CCN(CCc4ccccc4)CC3)cc2)on1
  -5%	-1%	-6%	16%	0	9%	-2%	-3%	-2%	-1%	-19%
> O=C(Cn1cnnn1)Nc1cccc(S(=O)(=O)N2CCCCC2)c1
  -9%	-2%	0%	18%	6	-2%	-3%	6%	-1%	1%	-10%
> CCSc1oc(-c2cccs2)nc1S(=O)(=O)c1ccccc1
  -2%	-5%	1%	?	-1	23%	0%	1%	0%	0%	-30%
> O=C(CN(C(=O)c1csnn1)c1ccc(F)cc1)NCc1ccc2c(c1)OCO2
  6%	0%	0%	2%	2	4%	0%	-16%	-2%	10%	-6%
> O=C(CSc1nc2c(cnn2-c2cccc(Cl)c2)c(=O)[nH]1)NCC1CCCO1 (centres undefined)
  .	-1%	1%	.	3	6%	1%	20%	-2%	-4%	-5%
> CN(CC(=O)Nc1ccc(F)cc1)CC(=O)N1CCCCC1
  .	13%	-2%	.	6	-7%	7%	-11%	-8%	-1%	-18%
> COc1ccc(N(CC(=O)NCc2ccc(F)cc2)S(=O)(=O)c2c(C)n[nH]c2C)cc1
  -3%	1%&5%	-1%	11%	-3	-7%	-12%	11%	0%	0%	4%&2%
> CN(C(=S)Nc1ccc(F)cc1)C(c1ccccc1)c1ccccc1
  ?	0%	-5%	11µM*	22	0%	-2%	?	-8%	-9%[1.84 µM]	-20%
> CC(O)C(NS(=O)(=O)c1ccc(Cl)cc1)C(=O)OCC(=O)c1c[nH]c2ccccc12 (centres undefined)
  -25%	5%	0%	41%	0	-6%	7%	?	-14%	-7%	-43%
> COc1ccc(C(C)=O)cc1COc1ccc([N+](=O)[O-])c(C)c1
  -13%	4%	-4%	-2%	8	-4%	?	?	-6%	-4%	-27%

# Compound activity (PubChem)
